MRP-1 activ: H69AR viability gain despite doxorubicin, primary screen, MRP-1 activator project, H69AR cells, CellTiter-Glo; viability rescue; viability increase, % at 10 µM; actives 0.61% (n = 140,000); AID 799, 2007;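 active = viability gain under doxorubicin at or above a set limit, the compound median plus 3 SD, cut at about 4.7% in these data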;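 also: MRP-1 overexpressing cells given doxorubicin 25 µM after compound pretreatment; 18-22 h compound pretreatment then 72 h with doxorubicin before readout; 0% = doxorubicin-only wells and 100% = vehicle-treated cells without doxorubicin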
GALR2 antag: GALR2 antagonists in receptor-expressing cells, primary screen. Galanin receptor type 2 (Homo sapiens), O43603. antagonist mode. inhibition, % at 4 µM. actives 0.39% (n = 140,000). AID 828, 2007; in the data active = inhibition above about 27%;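 also: cells stimulated with galanin 1-16 at roughly its EC80; 0% = agonist challenge control and 100% = basal control without agonist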
Target sequence (O43603 whole entry, looked up): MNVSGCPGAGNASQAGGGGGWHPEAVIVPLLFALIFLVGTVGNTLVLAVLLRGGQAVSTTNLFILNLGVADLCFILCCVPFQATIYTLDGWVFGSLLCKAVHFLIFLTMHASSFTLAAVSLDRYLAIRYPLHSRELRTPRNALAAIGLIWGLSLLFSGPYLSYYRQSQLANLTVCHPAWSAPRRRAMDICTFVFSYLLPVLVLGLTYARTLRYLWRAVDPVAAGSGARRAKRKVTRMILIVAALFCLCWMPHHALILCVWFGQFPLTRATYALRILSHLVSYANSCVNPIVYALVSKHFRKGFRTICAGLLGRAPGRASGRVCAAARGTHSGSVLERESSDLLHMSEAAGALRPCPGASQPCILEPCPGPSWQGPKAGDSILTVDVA
E-sel TNF inh: E-selectin induction blockers in HUVEC – imaging, immunofluorescence, high content, primary screen. HUVEC TNFa-induced E-selectin immunofluorescence. inhibition, % at 2 µM. actives 0.71% (n = 120,000);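 active = inhibition above the batch mean plus 3 SD, and confirmed as a hit on visual image review, cut at about 43% in these data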;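 also: 0% = TNF-stimulated DMSO wells and 100% = unstimulated control wells; not every result past the cut was called active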
Measles CPE: compounds protecting cells from measles virus cytopathic effect, primary screen, measles RdRp inhibitor project, single point, MLSMR library, absorbance; Measles virus-infected cells, CPE protection; protection (pct of control), % at 4 µM; actives 1.5% (n = 140,000); AID 841, 2007; in the data active = protection mostly above about 24%, no sharp cut-off; inactive = mostly below about 26%; also: some compounds called inactive have numbers as strong as hits
NPY-Y2 antag: NPY-Y2 receptor antagonists, primary screen, cell-based; NPY-Y2 expressing cells, antagonist mode; inhibition, % at 2.7 µM; actives 0.99% (n = 140,000); in the data active = inhibition above about 17%;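 also: 0% = vehicle with agonist challenge and 100% = reference antagonist with challenge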
Target sequence (P49146 whole entry, looked up): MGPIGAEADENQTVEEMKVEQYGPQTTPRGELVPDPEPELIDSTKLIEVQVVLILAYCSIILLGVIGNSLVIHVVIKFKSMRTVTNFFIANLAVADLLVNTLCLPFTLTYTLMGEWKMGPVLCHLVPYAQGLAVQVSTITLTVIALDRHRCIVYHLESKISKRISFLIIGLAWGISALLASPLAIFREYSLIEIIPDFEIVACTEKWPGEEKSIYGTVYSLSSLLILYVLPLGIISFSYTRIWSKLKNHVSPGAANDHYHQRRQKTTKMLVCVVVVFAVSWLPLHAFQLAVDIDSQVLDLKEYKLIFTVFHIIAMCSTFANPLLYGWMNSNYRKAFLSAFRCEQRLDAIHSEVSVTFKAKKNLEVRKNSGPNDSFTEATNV
PTEN del growth: growth suppression of PTEN-null HCT116, primary screen, cell-based, CellTiter-Glo. HCT116 PTEN-null viability, 60 h; hits give low values. viability, % at 10 µM. actives 1.2% (n = 140,000);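 active = viability at or below a set limit, 4 SD under the median of all tested compounds, cut at about 3.7% in these data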;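 also: PTEN knockout HCT116 line with beta catenin targeted HCT116 as companion control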
Phagocytosis inh: inhibitors of macrophage phagocytosis, primary screen, imaging, J774A.1 cells, IgG beads; J774A.1 macrophage IgG-bead phagocytosis; inhibition, % at 5 µM; actives 0.07% (n = 110,000); AID 1029, 2008;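 active = inhibition above the mean of the plate negative controls plus 5 SD, cut at about 13% in these data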;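 also: phagocytic index as fraction of beads internalized from green versus red external bead signal; plate controls were DMSO negative control for no effect and cytochalasin-D positive control for full effect; some results beyond the cut were filed as inactive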
bCat KO growth: primary screen for growth suppressors in beta-catenin knockout HCT116 cells (colon tumor, human); AID 818, 2007; viability, % at 10 µM; actives 1.5% (n = 140,000); HCT116 beta-catenin knockout viability, CellTiter-Glo, 60 h; hits give low values;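 active = viability at or under a set limit, the compound median less 4 SD, cut at about 6% in these data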;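 also: 0% = Hyamine 1622 control at 20 µM and 100% = untreated cell control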
BB579 growth dn: growth inhibitors of yeast BB579 in restrictive medium, primary screen, yeast lifespan-shortening project, S. cerevisiae; OD615, 48 h; inhibition, % at 10 µM; actives 0.51% (n = 140,000); AID 804, 2007;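 active = inhibition above a set limit, 3 SD over the mean compound inhibition, cut at about 44% in these data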; also: inactives centre near -24
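Assay system: S. cerevisiae DeaD strain BB579 yeast. Medium: CSMM-D restrictive synthetic medium containing dextrose (glucose). Times: 4 h cell preincubation, 48 h compound exposure, 30 °C humidified. Signal: OD615 turbidity measurement. Benchmarks: positive control amphotericin B 10 µg/mL.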
Yeast lifespan up: compounds extending yeast replicative lifespan, primary screen, S. cerevisiae, OD615; inhibition of the nicotinamide effect, % at 10 µM; AID 775, 2007; S. cerevisiae growth with nicotinamide; deaD strain in restrictive glucose medium; actives 0.68% (n = 130,000);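 active = inhibition above a set limit, placed 3 SD over the median of all compounds, cut at about 26% in these data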;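 also: 0% = nicotinamide-treated wells and 100% = cells grown without nicotinamide; some compounds called inactive have numbers as strong as hits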
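assay system = DeaD-strain S. cerevisiae | buffer or medium = restrictive glucose medium | reagent = 1.5 mM nicotinamide | compound = 10 µM single point, 0.25% DMSO | incubation = 48 h compound exposure at 30 °C, humidified | signal = OD615 measurement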
Starred values were filed as active, the others as inactive.

For Cc1cc(NC(=O)c2cc(-c3ccco3)on2)no1 the results were MRP-1 activ -0.8, GALR2 antag 10, E-sel TNF inh 2, NPY-Y2 antag 3, PTEN del growth 111, Phagocytosis inh 1, bCat KO growth 110, BB579 growth dn -48 and Yeast lifespan up -20.
`Cc1ccn2c(C(=O)c3ccc(Cl)cc3)cnc2c1` gave MRP-1 activ -1.5, GALR2 antag -4, E-sel TNF inh -2, Measles CPE 19, NPY-Y2 antag 1, PTEN del growth 73, Phagocytosis inh -2, bCat KO growth 83, BB579 growth dn -2 and Yeast lifespan up -11.
For Cc1cccc(OCc2nnc(NC(=O)Cc3cccs3)s2)c1 the results were MRP-1 activ -5.4, GALR2 antag -5, E-sel TNF inh -34, Measles CPE 9, NPY-Y2 antag 6, PTEN del growth 75, bCat KO growth 70 and BB579 growth dn 10.
Screening Cc1cc2n(n1)C(c1ccccc1Cl)Nc1ccccc1-2 (centres undefined) returned MRP-1 activ -2.8, GALR2 antag 0, E-sel TNF inh -20, Measles CPE 7, NPY-Y2 antag 1, PTEN del growth 62, Phagocytosis inh -2, bCat KO growth 76, BB579 growth dn -11 and Yeast lifespan up -15.
For COc1cccc(NC(=S)N(CCc2c(C)[nH]c3ccccc23)Cc2cccs2)c1 the results were MRP-1 activ -1.6, GALR2 antag 9, E-sel TNF inh -12, Measles CPE 4, NPY-Y2 antag 0, PTEN del growth 39, bCat KO growth 57, BB579 growth dn -27 and Yeast lifespan up -2.
For COC(=O)c1ccc(=O)n(Cc2ccco2)c1 the results were MRP-1 activ -2.0, GALR2 antag 16, Measles CPE 20, NPY-Y2 antag 13, PTEN del growth 89, bCat KO growth 86, BB579 growth dn 8 and Yeast lifespan up -6.
`CC1=Nc2cccc3cccc(c23)N1` gave MRP-1 activ -3.4, GALR2 antag -4, E-sel TNF inh -1, Measles CPE 37, NPY-Y2 antag 1, PTEN del growth 61, Phagocytosis inh 1, bCat KO growth 72, BB579 growth dn -30 and Yeast lifespan up -14.
Screening Cc1ccccc1C(=O)NNC(=O)CSc1nnc(-c2ccncc2)n1-c1ccccc1 returned MRP-1 activ -1.6, GALR2 antag 4, Measles CPE 12, NPY-Y2 antag 0, PTEN del growth 90, Phagocytosis inh -4, bCat KO growth 89, BB579 growth dn -4 and Yeast lifespan up 4.
N=c1oc2ccccc2cc1C(=O)N/N=C/c1ccccc1 was read as MRP-1 activ 2.2, GALR2 antag 0, E-sel TNF inh 11, Measles CPE 12, NPY-Y2 antag -2, PTEN del growth 95, bCat KO growth 93, BB579 growth dn -36 and Yeast lifespan up -15.
Screening CCC(C)SCc1nc2ccccc2[nH]1 (centres undefined) returned MRP-1 activ -4.0, GALR2 antag -3, E-sel TNF inh -31, Measles CPE 23, NPY-Y2 antag 0, PTEN del growth 95, Phagocytosis inh 0, bCat KO growth 85, BB579 growth dn 2 and Yeast lifespan up -17.
For CN(C)S(=O)(=O)c1ccc(Oc2ccc(S(=O)(=O)N(C)C)cc2)cc1 the results were MRP-1 activ -1.5, GALR2 antag -10, E-sel TNF inh -26, Measles CPE 23, NPY-Y2 antag 0, PTEN del growth 75, Phagocytosis inh -1, bCat KO growth 47, BB579 growth dn -62 and Yeast lifespan up -11.
Screening COc1ccc(/C=C2/SC(=O)N(CCC(=O)Nc3ccc(S(=O)(=O)Nc4nccs4)cc3)C2=O)cc1 returned MRP-1 activ 1.8, GALR2 antag 3, NPY-Y2 antag 2, PTEN del growth 96, Phagocytosis inh -14, bCat KO growth 88, BB579 growth dn -18 and Yeast lifespan up 1.
`O=C(CCc1ccccc1)NCCC1=CCCCC1` gave MRP-1 activ -2.1, GALR2 antag 1, E-sel TNF inh 75*, Measles CPE 32, NPY-Y2 antag 5, PTEN del growth 98, Phagocytosis inh 3, bCat KO growth 99, BB579 growth dn -10 and Yeast lifespan up -1.
`CCOc1ccc(NCc2cc3c(C(C)(C)C)nn(-c4ccccc4)c3[nH]c2=O)cc1` gave MRP-1 activ -2.7, GALR2 antag -4, Measles CPE 20, NPY-Y2 antag -2, PTEN del growth 1.2*, Phagocytosis inh 2, bCat KO growth 2.3*, BB579 growth dn -3 and Yeast lifespan up 4.
CCOC(=O)Nc1cccc(OCC(=O)Nc2ccccc2OC)c1 was read as MRP-1 activ -1.9, GALR2 antag 7, E-sel TNF inh -22, Measles CPE 21, NPY-Y2 antag 4, PTEN del growth 85, bCat KO growth 101, BB579 growth dn -40 and Yeast lifespan up -13.

For convenience, some entries already given.
For Cc1cc(NC(=O)c2cc(-c3ccco3)on2)no1 the results were MRP-1 activ -0.8, GALR2 antag 10, E-sel TNF inh 2, NPY-Y2 antag 3, PTEN del growth 111, Phagocytosis inh 1, bCat KO growth 110, BB579 growth dn -48 and Yeast lifespan up -20.
`Cc1ccn2c(C(=O)c3ccc(Cl)cc3)cnc2c1` gave MRP-1 activ -1.5, GALR2 antag -4, E-sel TNF inh -2, Measles CPE 19, NPY-Y2 antag 1, PTEN del growth 73, Phagocytosis inh -2, bCat KO growth 83, BB579 growth dn -2 and Yeast lifespan up -11.

(list continues)
For Cc1ccc(-n2nc(C(=O)O)cc2-c2ccccc2)cc1 the results were MRP-1 activ -3.1, GALR2 antag -2, E-sel TNF inh -6, Measles CPE 5, NPY-Y2 antag 4, PTEN del growth 97, Phagocytosis inh -2, bCat KO growth 112, BB579 growth dn -2 and Yeast lifespan up -18.
Screening Cc1ccc2cc(CN(CCN3CCCC3)C(=O)Nc3ccccc3)c(=O)[nH]c2c1C returned MRP-1 activ -5.6, GALR2 antag -11, E-sel TNF inh -12, Measles CPE 5, NPY-Y2 antag 6, PTEN del growth 61, Phagocytosis inh -2, bCat KO growth 69, BB579 growth dn -24 and Yeast lifespan up -24.
CCc1nnc(NC(=O)c2nc3nccc(C)n3n2)s1 was read as MRP-1 activ 1.1, GALR2 antag -8, E-sel TNF inh 8, Measles CPE 42, NPY-Y2 antag 8, PTEN del growth 97, Phagocytosis inh 0, bCat KO growth 103, BB579 growth dn -8 and Yeast lifespan up -8.
Screening CCC(CC)c1nnc(NC(=O)/C=C/c2ccco2)s1 returned MRP-1 activ -1.0, GALR2 antag 8, Measles CPE 22, NPY-Y2 antag 0, PTEN del growth 63, Phagocytosis inh -7, bCat KO growth 58, BB579 growth dn -22 and Yeast lifespan up -2.
`C=CCCC(=O)Nc1nc(C)c(-c2csc(Nc3cccc(OC)c3)n2)s1` gave MRP-1 activ -2.8, GALR2 antag -10, E-sel TNF inh -8, Measles CPE 8, NPY-Y2 antag 3, PTEN del growth 69, Phagocytosis inh 0, bCat KO growth 80, BB579 growth dn -29 and Yeast lifespan up -27.
Cc1cc(Cl)c(S(=O)(=O)Nc2ccc3c(c2)OCO3)cc1OCC(=O)NC1CCCCC1 was read as MRP-1 activ -1.5, GALR2 antag -7, E-sel TNF inh 20, Measles CPE 14, NPY-Y2 antag 4, PTEN del growth 76, Phagocytosis inh 0, bCat KO growth 78, BB579 growth dn -35 and Yeast lifespan up 1.
`CCOC(=O)c1ccc(CNC(=O)CCC(=O)O)cc1` gave MRP-1 activ 0.3, GALR2 antag -8, E-sel TNF inh 15, Measles CPE 18, NPY-Y2 antag 1, PTEN del growth 95, Phagocytosis inh -1, bCat KO growth 97, BB579 growth dn -23 and Yeast lifespan up -1.
Screening N#CC(C(=O)NC1CCCCC1)c1nc2ccccc2nc1N1CCN(c2ccccc2F)CC1 (centres undefined) returned MRP-1 activ 1.2, GALR2 antag -4, E-sel TNF inh -57, Measles CPE 5, NPY-Y2 antag 0, PTEN del growth 83, bCat KO growth 74, BB579 growth dn -29 and Yeast lifespan up -11.
Screening O=C(NNC(=O)C1CC1c1ccccc1)Nc1cccc(Cl)c1 (centres undefined) returned MRP-1 activ -1.2, GALR2 antag 7, E-sel TNF inh -10, Measles CPE 6, NPY-Y2 antag -1, PTEN del growth 92, Phagocytosis inh -1, bCat KO growth 93, BB579 growth dn -23 and Yeast lifespan up -3.
Screening O=C1Nc2ccccc2C(O)(C(=O)NC2CC2)N1c1ccc(Cl)c(Cl)c1 (centres undefined) returned MRP-1 activ -2.2, GALR2 antag 13, Measles CPE 13, NPY-Y2 antag 2, PTEN del growth 99, Phagocytosis inh 5, bCat KO growth 97, BB579 growth dn -2 and Yeast lifespan up -9.
`CCOC(=O)N1CCC(Nc2ncnc3c2cnn3-c2ccccc2)CC1` gave MRP-1 activ -5.3, GALR2 antag -6, E-sel TNF inh 2, Measles CPE 4, NPY-Y2 antag 0, PTEN del growth 92, bCat KO growth 93, BB579 growth dn -22 and Yeast lifespan up -10.
COc1cc(OC)cc(C(=O)N[C@H](C(=O)OCC(=O)c2ccc3c(c2)NC(=O)CO3)C(C)C)c1 was read as MRP-1 activ -5.0, GALR2 antag 14, E-sel TNF inh 11, Measles CPE 32*, NPY-Y2 antag 2, PTEN del growth 91, Phagocytosis inh 1, bCat KO growth 94, BB579 growth dn -25 and Yeast lifespan up -2.
`O=C(COc1ccccc1)Nc1ccccc1NS(=O)(=O)c1cccs1` gave MRP-1 activ -1.4, GALR2 antag -6, E-sel TNF inh -3, Measles CPE 7, NPY-Y2 antag 2, PTEN del growth 90, Phagocytosis inh -2, bCat KO growth 85, BB579 growth dn -20 and Yeast lifespan up 8.
COC(=O)c1sc(N)c(C(=O)OC)c1COC(=O)CNS(=O)(=O)c1ccc(C)cc1 was read as MRP-1 activ -1.0, GALR2 antag 10, E-sel TNF inh -25, Measles CPE 12, NPY-Y2 antag 0, PTEN del growth 96, Phagocytosis inh -12, bCat KO growth 99, BB579 growth dn -25 and Yeast lifespan up 6.
`CC(NC(=O)C1(c2cccs2)CCOCC1)c1ccccc1` (centres undefined) gave MRP-1 activ -1.3, GALR2 antag 2, Measles CPE 26, NPY-Y2 antag 3, PTEN del growth 95, Phagocytosis inh -4, bCat KO growth 91, BB579 growth dn -4 and Yeast lifespan up 1.
`Cc1nc2cc(-c3sccc3-n3cccc3)nn2c(C)c1C` gave MRP-1 activ 1.3, GALR2 antag 10, E-sel TNF inh 24, Measles CPE 34, NPY-Y2 antag 2, PTEN del growth 89, bCat KO growth 88, BB579 growth dn -3 and Yeast lifespan up -15.
`COc1ccc(-n2nc([N+](=O)[O-])c(=NCc3cccnc3)n2O)cc1` gave MRP-1 activ -2.9, GALR2 antag 5, Measles CPE 24, NPY-Y2 antag 1, PTEN del growth 92, Phagocytosis inh -12, bCat KO growth 95, BB579 growth dn -11 and Yeast lifespan up -2.
